# From PubChem
# Myeloid diff 2 = induction of myeloid progenitor differentiation, primary screen, cell-based, flow cytometry, MLPCN library; actives 1% (n = 360,000); ER-HoxA9 myeloid progenitors, lysozyme-GFP differentiation; calls only at 10 µM;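 active = normalized GFP-positive differentiation at or above the plate's own cutoff, the solvent-only control mean plus 3 SD; inconclusive = no clear call, values can overlap the other calls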;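 also: cells exposed to compound for four days before flow analysis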
# LYP inhibition = inhibitors of LYP phosphatase, biochemical, fluorescence intensity, uHTS (AID 1779). Tyrosine-protein phosphatase non-receptor type 22 (Homo sapiens). actives 0.054% (n = 290,000). one-dose inhibition, % at 11.5 µM; IC50 in µM for titrated hits. recombinant LYP phosphatase, fluorescence intensity; higher % means a stronger effect;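 also: plate controls were vehicle with enzyme for no effect and no enzyme for full effect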
# HIV peptide binding = inhibitors of HIV fusion peptide binding, primary screen, biochemical, uHTS, fluorescence dequenching (AID 1986) | cell-free peptide binding, fluorescence dequenching, 30 min; higher % means a stronger effect | one-dose inhibition, % at 20 µM; IC50 in µM for titrated hits | actives 0.3% (n = 290,000); in the data active = inhibition mostly above about 52%, no sharp cut-off; inactive = mostly below about 76%; also: some results filed as inactive read as strong as hits
# SIAH1 antagonists = Siah-1 peptide-binding antagonists, primary screen, biochemical, fluorescence polarization, rhodamine-plectin, uHTS (AID 1817). Siah-1 / rhodamine-plectin peptide fluorescence polarization; higher % means a stronger effect. displacement, % at 20 µM, or IC50 in µM where a hit was titrated. actives 0.02% (n = 290,000);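 active = displacement of at least 50% at 20 µM, with a fluorescence ratio check between 0.3 and a set limit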;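 also: plate controls were Siah plus tracer with DMSO for no effect and tracer alone without Siah for full effect; strong numbers were not always called active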
# HEK293 NOD2/NF-kB = NOD2 signaling inhibitors, cell-based, luminescence, uHTS, HEK293 (AID 1566) | inhibition, % at 4 µM; hits with a dose series show EC50 in µM | actives 0.63% (n = 290,000) | HEK293 NOD2/NF-kB luciferase reporter, luminescence; higher % means a stronger effect; also: many of its hits are not listed in these tables
# Lipid droplet = inhibitors of hepatocyte lipid droplet formation, primary screen, imaging, high-throughput imaging, BODIPY stain | AML12 mouse hepatocytes, oleate lipid droplets | inhibition, % at 6.5 µM | actives 0.4% (n = 240,000) | AID 1656, 2009;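 active = lipid droplet intensity inhibited by at least 50%, with more than 500 cells counted; inconclusive = wells with under 300 cells, treated as cytotoxic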
#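 Material: mouse AML12 hepatocyte cell line, fixed after treatment; Timing: compound with oleate, overnight; Technique: high-content imaging of BODIPY-stained droplets and DAPI nuclei; Probe or stimulus: oleate, 100 µM final; Dosing: compound at 6.5 µM only.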
# XIAP antagonists = XIAP antagonists, biochemical, IAP family, fluorescence polarization (AID 1018). E3 ubiquitin-protein ligase XIAP (Homo sapiens). XIAP BIR domain, fluorescence polarization peptide displacement; higher % means a stronger effect. displacement, % at 20 µM; hits with a dose series show IC50 in µM. actives 0.007% (n = 200,000); in the data active = displacement above about 50%; also: a part of the inactive calls stands beside numbers as strong as those of hits
# AID2073 = inhibitors of Mint1-CaV2.2 protein interaction, biochemical, HTRF (AID 2073) | one-dose inhibition, % at 20 µM; IC50 in µM for titrated hits | actives 0.19% (n = 290,000) | HTRF protein-protein interaction, Mint1-CaV2.2; higher % means a stronger effect | Voltage-dependent N-type calcium channel subunit alpha-1B (Homo sapiens); in the data active = inhibition mostly above about 51%, no sharp cut-off; inconclusive = no clear call, values can overlap the other calls; inactive = mostly below about 53%; also: some results filed as inactive read as strong as hits
# Dengue-2 NS5 capping = Dengue-2 NS5 methyltransferase inhibitors, primary screen, biochemical, confirmation dose response (AID 588689); Genome polyprotein (Dengue virus type 2 (strain 16681-PDK53)); inhibition, % at 25 µM; hits with a dose series show IC50 in µM; Dengue-2 NS5 methyltransferase capping enzyme assay, biochemical; higher % means a stronger effect; actives 0.3% (n = 340,000); in the data active = a potency from the dose series; inconclusive = inhibition above about 29% without an active follow-up result
# Lipid droplet cells 6.5 µM = recorded beside Lipid droplet, whose call it bears; cell count; measured here: cell count, cytotoxicity flag;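 cells counted across two imaged fields per well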
# Dengue-2 NS5 capping pilot replicate = also measured in Dengue-2 NS5 capping; calls as there; inhibition, %; measured here: pilot screen replicate inhibition
# Myeloid diff 2 GFP+ MAC1+ % = also measured in Myeloid diff 2; calls as there; GFP+ MAC1+ double positive, %; measured here: differentiation confirmed by MAC1 staining
# Active calls of the source: *; i = inactive; ? = inconclusive; · = not tested or not shown. Rule as the data show it, unless noted: active = inhibition above about 50%; inactive = the rest.
SMILES,Myeloid diff 2,Myeloid diff 2 GFP+ MAC1+ %,LYP inhibition,HIV peptide binding,SIAH1 antagonists,HEK293 NOD2/NF-kB,Lipid droplet,Lipid droplet cells 6.5 µM,XIAP antagonists,AID2073,Dengue-2 NS5 capping,others
COC(=O)[C@H](CCSC)NC(=O)Nc1ccc(C)cc1C,i,4.0,-8.2%,4.0%,3.8%,13.9%,·,·,-3.2%,-4.8%,-2.7%,
CC(C)C[C@H](NC(=O)C1CC(=O)N(c2ccc3c(c2)OCO3)C1)C(=O)NC1CCCCC1 (some centres not stated),i,6.0,-8.6%,1.2%,-2.8%,-16.4%,-2.3,729,·,8.5%,1.8%,
COc1ccc(-c2noc(CN3CCC(Cc4ccccc4)CC3)n2)cc1,i,4.9,1.1%,-0.3%,1.2%,-0.6%,·,·,-10.1%,3.0%,-4.0%,
CCCn1nnc(NC(=O)c2ccc(-c3cccc(Cl)c3)o2)n1,i,0.8,3.1%,1.2%,4.3%,-49.2%,·,·,2.7%,-2.6%,-4.9%,
CNC(=O)c1ccc(Nc2nc(-c3ccccc3)nc3ccccc23)cc1,i,0.5,-10.4%,-1.4%,-4.4%,-4.9%,-13.5,830,·,10.8%,-10.8%,
C=CCn1c(SCCOc2ccc(OC)cc2)nnc1C(C)NC(=O)c1ccc(OC)cc1 (configuration not stated),i,9.5,1.4%,2.5%,1.7%,3.4%,4.9,861,-4.1%,-5.5%,-8.0%,
CS(=O)(=O)N1CCN(C2C3CC4CC(C3)CC2C4)CC1 (configuration not stated),i,0.0,-4.2%,1.1%,15.2%,10.6%,-2.6,680,4.1%,-10.3%,11.9%,
COC(=O)[C@@H]1CCCN1C(=O)c1cc(COc2cccc3cccnc23)on1,i,2.3,0.5%,1.2%,-1.8%,21.2%,7.8,662,·,6.2%,4.2%,
OCCNc1c2ccccc2nc2ccccc12,i,0.6,-3.2%,-0.2%,9.9%,5.6%,-49.2,562,-2.9%,2.0%,-2.3%,
COc1cc(C(=S)N2CCN(c3ccccc3Cl)CC2)cc(O)c1O,i,0.7,-3.0%,17.1%,10.0%,1.7%,-1.0,705,-0.9%,25.1%,>100µM*,
Cc1cc(C)cc(Oc2ccc(C(F)(F)F)cc2C#N)c1,i,1.0,-3.5%,1.5%,2.7%,6.5%,2.0,774,-4.3%,14.5%,·,
Oc1[nH]c2ccccc2c1N=NC(=S)NCC1CCCO1 (configuration not stated),i,0.2,-6.3%,-3.0%,-9.9%,-5.4%,4.3,486,-4.4%,-11.1%,-3.2%,
Cc1sc(NC(=O)c2cccs2)c(C(=O)OC(C)C)c1C,i,0.3,-1.0%,3.2%,10.4%,10.1%,-8.7,793,-1.4%,22.6%,-10.5%,
CCc1nnc(NC(=O)C2Cc3ccccc3CN2S(=O)(=O)c2cccs2)s1 (configuration not stated),i,1.3,0.8%,0.4%,1.8%,-7.1%,-22.9,669,-7.1%,9.3%,0.0%,
CCN(CC(=O)Nc1ccc(Cl)c(S(=O)(=O)N(C)C)c1)Cc1nc2ccccc2c(=O)[nH]1,i,0.6,-1.7%,0.4%,2.3%,2.1%,23.7,730,-9.9%,8.8%,-1.5%,
O=C(O)CCc1nc2cccnc2n1Cc1ccccc1,i,7.8,-7.5%,1.6%,-1.7%,16.6%,·,·,-0.7%,20.7%,-1.6%,
CCOc1ccc(N2C(=O)CC(N(Cc3ccco3)C(=O)CC)C2=O)cc1 (configuration not stated),i,0.8,-2.4%,0.5%,2.7%,-0.7%,12.4,730,-0.1%,19.7%,0.0%,
N#Cc1cccc(NC(=O)COC(=O)c2ccc3c(=O)n4c(nc3c2)CCC4)c1,·,·,-4.1%,-1.0%,0.8%,7.6%,2.3,693,-19.6%,-3.2%,·,
Cc1ccc(NC(=O)CN(C)C(=O)Cc2ccc(Cl)cc2Cl)cc1,?,·,-4.6%,-0.1%,-2.0%,-14.3%,-15.3,779,·,0.5%,-0.9%,
CCCC(=O)Nc1nnc(SCC(=O)N2CCCCC2)s1,i,1.0,-7.6%,0.9%,-2.3%,1.6%,1.2,780,·,5.0%,-4.1%,

# Next section; the last 5 above are carried over.
SMILES,Myeloid diff 2,Myeloid diff 2 GFP+ MAC1+ %,LYP inhibition,HIV peptide binding,SIAH1 antagonists,HEK293 NOD2/NF-kB,Lipid droplet,Lipid droplet cells 6.5 µM,XIAP antagonists,AID2073,Dengue-2 NS5 capping,others
O=C(O)CCc1nc2cccnc2n1Cc1ccccc1,i,7.8,-7.5%,1.6%,-1.7%,16.6%,·,·,-0.7%,20.7%,-1.6%,
CCOc1ccc(N2C(=O)CC(N(Cc3ccco3)C(=O)CC)C2=O)cc1 (configuration not stated),i,0.8,-2.4%,0.5%,2.7%,-0.7%,12.4,730,-0.1%,19.7%,0.0%,
N#Cc1cccc(NC(=O)COC(=O)c2ccc3c(=O)n4c(nc3c2)CCC4)c1,·,·,-4.1%,-1.0%,0.8%,7.6%,2.3,693,-19.6%,-3.2%,·,
Cc1ccc(NC(=O)CN(C)C(=O)Cc2ccc(Cl)cc2Cl)cc1,?,·,-4.6%,-0.1%,-2.0%,-14.3%,-15.3,779,·,0.5%,-0.9%,
CCCC(=O)Nc1nnc(SCC(=O)N2CCCCC2)s1,i,1.0,-7.6%,0.9%,-2.3%,1.6%,1.2,780,·,5.0%,-4.1%,
O=C(COc1ccc(/C=C2/NC(=O)NC2=O)cc1)Nc1ccc(F)cc1,i,2.1,-6.1%,-1.8%,0.7%,-1.0%,7.4,855,·,12.8%,0.0%,
CC(=O)c1cccc(NC(=O)N2C3CCCC2CC(NC(=O)C2CC2)C3)c1 (configuration not stated),i,0.8,-10.0%,-1.2%,3.8%,-10.6%,-3.3,760,·,5.7%,15.8%,
COc1ccc(CNC(=O)c2ccccc2[N+](=O)[O-])cc1,i,5.7,-8.0%,-2.5%,3.3%,-11.4%,·,·,-3.9%,-1.1%,-4.8%,
CNC(=S)NCc1ccc2[nH]c(C)cc2c1,i,0.4,-2.5%,-2.2%,-3.2%,8.3%,-4.1,740,-11.5%,-18.8%,-6.2%,
CCc1nc(NCCCCCO)c2nnn(Cc3ccccc3F)c2n1,·,·,-11.5%,-1.2%,-0.9%,11.5%,-8.6,822,-3.6%,-7.1%,-9.0%,
C=CCn1ccc(=NC=C(C#N)C#N)c2ccccc21,i,1.3,4.7%,2.8%,2.2%,4.6%,-7.8,663,·,4.3%,-38.3%,
CC12CC(NC(=O)N1c1cccc(C(=O)N3CCN(c4ccccc4F)CC3)c1)c1ccccc1O2 (configuration not stated),i,0.2,-2.4%,-1.0%,0.3%,12.4%,0.3,759,-1.1%,8.9%,-7.3%,
Cc1ccc(C(C)C)c(OCC(=O)N/N=C/C2CCCCC2)c1,i,1.3,-3.1%,2.3%,0.1%,4.4%,19.5,683,-5.1%,4.9%,-3.0%,
NC(=Nc1ccccc1)Nc1ccccc1,i,0.7,-5.8%,-1.6%,-2.2%,9.7%,·,·,·,11.0%,-7.8%,
Cc1ccc(S(=O)(=O)/N=C(/Nc2c(C)n(C)n(-c3ccccc3)c2=O)c2ccc(Cl)cc2)cc1,i,0.6,-6.3%,-2.5%,10.7%,0.2%,·,·,-3.5%,-4.8%,3.3%,
Cc1ccc(N2C(=O)C3CC(c4ccccc4)=C4C5C=CC(C6C(=O)N(c7ccc(C)cc7C)C(=O)C56)C4C3C2=O)c(C)c1 (configuration not stated),i,0.9,3.7%,0.4%,-0.6%,28.3%,8.8,794,-3.4%,12.6%,-1.5%,
CSCc1ccc(C(=O)NC(C)c2ccc(-n3ccnc3)cc2)cc1 (configuration not stated),i,0.5,-3.0%,-1.1%,5.0%,12.7%,15.7,697,·,5.0%,4.8%,
Cc1cccc(C)c1NC(=O)Cn1c(=O)c2cccn2c2ccccc21,i,1.9,-6.5%,1.8%,3.4%,13.4%,-0.4,738,·,12.3%,7.2%,
CCN(C(=O)c1ccc(NC(C)=O)cc1)c1ccccc1C,i,0.9,-10.6%,-0.4%,-6.7%,6.7%,-2.4,779,-4.0%,18.3%,-4.9%,
O=C(CCCNC(=O)/C(=C/c1ccc(Br)cc1)NC(=O)c1ccccc1)OCc1ccccc1,i,1.0,-2.7%,0.0%,-6.1%,-8.3%,7.4,641,-5.3%,5.6%,-4.5%,
CC(=O)N1CCc2c(sc(NC(=O)C3COc4ccccc4O3)c2C(N)=O)C1 (configuration not stated),i,3.1,-8.9%,3.8%,0.9%,-3.3%,-5.9,661,·,-13.6%,-15.9%,
Cc1ccccc1-n1nc2c(c1NC(=O)c1cc3ccccc3oc1=O)CS(=O)C2 (configuration not stated),i,0.3,-7.1%,1.2%,0.1%,16.1%,·,·,-5.2%,46.0%,4.1%,
CC(=O)NC1(C(F)(F)F)N=C2SCCN2C1=O (configuration not stated),i,0.7,-10.7%,0.2%,1.3%,11.7%,10.0,813,-7.7%,20.8%,-8.9%,Dengue-2 NS5 capping pilot replicate=1.4
Nc1nc(-c2ccccc2)cc(-c2ccccc2O)n1,i,4.0,0.2%,0.8%,-2.3%,-69.5%,·,·,-5.3%,6.3%,-2.8%,
COc1ccc(-c2nc3ccccc3nc2-c2ccccc2)cc1OC,·,·,0.7%,-2.4%,4.6%,20.6%,6.6,804,·,22.5%,-4.1%,
CCOC(=O)C1CCN(C(=O)c2c(-c3c(Cl)cccc3Cl)noc2C)CC1,i,1.1,-7.6%,-1.3%,2.4%,-11.5%,15.5,703,-0.6%,-0.8%,-7.4%,
C#CCOCCOCCOCCNc1nc(N2CCN(C(=O)[C@H]([C@@H](C)O)n3cc(CCCCN)nn3)CC2)nc(N2CCN(C(=O)[C@H]([C@@H](C)CC)n3cc(CCCN=C(N)N)nn3)CC2)n1,i,2.4,-7.9%,1.1%,0.3%,20.8%,-2.0,729,-11.6%,-4.1%,-2.7%,
CN1CCN(C(=O)c2ccc(Oc3ccc([N+](=O)[O-])cc3)cc2)CC1,i,0.3,-5.9%,0.3%,0.8%,-19.0%,0.4,649,-7.3%,-4.3%,3.8%,
O=C(c1ccc2ccccc2c1)N1CCN(Cc2ccccc2)CC1,i,0.6,-0.2%,1.0%,2.0%,-15.5%,-4.9,859,·,2.1%,-3.3%,
CCn1c(SCC(=O)NCCc2ccccc2)nc2sc3c(c2c1=O)CCN(C)C3,i,0.2,5.0%,1.6%,0.5%,4.5%,-3.8,687,·,-0.6%,-9.2%,

# A portion of the library; the hit share may differ from the screen's.
